Screens: PubChem BioAssay, several laboratories
NOD2 RIPK2 PPI = blocks binding of human NOD2 to RIPK2 | O43353 | CHO BLA complementation NOD2-RIPK2, CCF4 ratio | inhibition, % at 4.98 µM | 360,000 compounds, 0.38% hits; in the data active = inhibition above about 21%;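 also: 0% = vehicle only and 100% = reference blocker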
TLR9-MyD88 inh = blocks human TLR9 binding to MyD88 | Q9NR96+Q99836 | CHO BLA complementation TLR9-MyD88, CCF4 FRET ratio | inhibition, % at 4.98 µM | 340,000 compounds, 0.21% hits | AID 504734;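 active = inhibition above the mean over all tested compounds plus 3 SD, cut at about 21% in these data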;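 also: 0% = DMSO only wells and 100% = clavulanate BLA inhibitor control wells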
Target sequence (Q99836 whole entry, looked up): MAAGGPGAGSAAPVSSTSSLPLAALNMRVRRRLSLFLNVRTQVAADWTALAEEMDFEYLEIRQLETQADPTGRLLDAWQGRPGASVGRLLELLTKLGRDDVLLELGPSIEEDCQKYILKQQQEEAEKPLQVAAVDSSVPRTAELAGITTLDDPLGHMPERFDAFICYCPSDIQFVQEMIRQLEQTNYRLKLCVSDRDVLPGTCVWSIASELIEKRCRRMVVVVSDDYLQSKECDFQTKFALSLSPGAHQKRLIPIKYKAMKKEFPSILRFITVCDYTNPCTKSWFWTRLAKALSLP
Target sequence (Q9NR96 whole entry, looked up): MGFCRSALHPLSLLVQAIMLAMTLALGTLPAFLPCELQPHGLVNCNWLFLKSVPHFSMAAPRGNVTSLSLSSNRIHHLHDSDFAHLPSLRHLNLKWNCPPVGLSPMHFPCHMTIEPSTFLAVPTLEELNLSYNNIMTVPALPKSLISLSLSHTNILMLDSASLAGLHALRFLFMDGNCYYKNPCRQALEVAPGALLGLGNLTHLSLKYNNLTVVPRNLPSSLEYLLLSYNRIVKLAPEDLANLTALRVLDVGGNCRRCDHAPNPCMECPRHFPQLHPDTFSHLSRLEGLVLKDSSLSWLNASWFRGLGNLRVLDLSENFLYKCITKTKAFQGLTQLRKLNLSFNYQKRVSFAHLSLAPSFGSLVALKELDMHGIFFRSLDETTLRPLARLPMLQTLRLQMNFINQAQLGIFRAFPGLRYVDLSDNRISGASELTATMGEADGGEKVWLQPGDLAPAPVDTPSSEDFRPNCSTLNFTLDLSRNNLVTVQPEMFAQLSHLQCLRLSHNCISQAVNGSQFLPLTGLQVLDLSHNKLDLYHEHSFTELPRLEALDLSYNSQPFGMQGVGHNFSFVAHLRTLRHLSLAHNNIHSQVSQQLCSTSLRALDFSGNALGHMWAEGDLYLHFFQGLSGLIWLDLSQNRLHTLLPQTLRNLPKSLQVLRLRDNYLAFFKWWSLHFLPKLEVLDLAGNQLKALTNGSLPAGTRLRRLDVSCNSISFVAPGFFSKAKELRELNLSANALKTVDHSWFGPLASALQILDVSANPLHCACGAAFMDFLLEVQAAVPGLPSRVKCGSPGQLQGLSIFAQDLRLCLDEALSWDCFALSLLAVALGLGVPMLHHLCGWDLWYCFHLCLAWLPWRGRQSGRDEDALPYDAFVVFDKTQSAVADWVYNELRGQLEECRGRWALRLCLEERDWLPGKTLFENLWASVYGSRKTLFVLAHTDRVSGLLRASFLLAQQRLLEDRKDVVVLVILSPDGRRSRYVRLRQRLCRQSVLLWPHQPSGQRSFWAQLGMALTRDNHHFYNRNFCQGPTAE
NR5A2 inv ag = suppresses constitutive activity of human LRH-1; O00482; HEK293T StAR-luciferase reporter, LRH-1 transfected, 24 h; inhibition, % at 3.6 µM; 360,000 compounds, 0.13% hits;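 active = inhibition above the mean inhibition of all tested compounds plus 3 SD, cut at about 73% in these data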;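 also: 0% = DMSO wells and 100% = reporter-only cells lacking LRH-1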
SRC3 inh = inhibits human SRC3 coactivator; HEK293 GAL4-SRC3 luciferase reporter, luminescence; inhibition, % at 3.6 µM; Q9Y6Q9; 360,000 compounds, 0.17% hits;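 active = inhibition above a per-campaign cutoff, the mean of all compounds plus 3 SD, cut at about 60% in these data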;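 also: 0% = DMSO-treated cells and 100% = gossypol-treated cells at 36 µM; higher means less SRC3-driven luciferase light from the GAL4 reporter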
LMP1 NFkB inh = inhibitors of Epstein-Barr LMP1-induced NF-kappaB reporter | LMP1-induced NF-kappaB luciferase reporter cells, luminescence | inhibition, % at 12.5 µM | 350,000 compounds, 0.69% hits | AID 504558; in the data active = inhibition above about 41%;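 also: 0% = neutral control wells and 100% = reference inhibitor control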
MC4R antag cAMP = antagonists of human melanocortin 4 receptor (MC4R) | P32245 | MC4R-expressing cells, MTII-stimulated cAMP, LANCE TR-FRET | inhibition, % at 6.5 µM | 360,000 compounds, 0.48% hits | AID 540295;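 active = inhibition above its plate's cutoff, the mean of tested wells on that plate plus 3 SD, cut at about 29% in these data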;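 also: 0% = Melanotan II alone and 100% = Melanotan II plus saturating MCL0020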
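Material – human MC4R-expressing U2OS cells · Repeats – no replicates · Detection – TR-FRET with Eu-cAMP and labeled anti-cAMP, 671 nm · Times – compound 30 min, challenge 1 h, detection 1 h · Compound – single nominal compound dose of 6.5 µM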
COUP-TFII inh = NR2F2 (human) inhibition, primary screen | P24468 | HEK293T NGFI-A luciferase reporter, luminescence | inhibition, % at 8.6 µM | 370,000 compounds, 0.7% hits;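 active = inhibition above a per-plate cutoff, mean inhibition of test wells between control levels plus 3 SD, cut at about 38% in these data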;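 also: cells cotransfected with COUP-TFII expression vector driving the NGFI-A reporter; 0% = median of COUP-TF2 test wells and 100% = reporter-only cells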
SRC2 inh = inhibits human steroid receptor coactivator 2; Q15596; HEK293 GAL4-SRC2 luciferase reporter, luminescence; inhibition, % at 9 µM; 370,000 compounds, 0.17% hits;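 active = inhibition above the mean inhibition of all tested compounds plus 3 SD, set per campaign, cut at about 52% in these data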;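 also: 0% = DMSO treated cells and 100% = cells given Gossypol at 36 µM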
ABHD5 PLIN5 PPI = ABHD5-PLIN5 protein interaction inhibition. Q00G26+Q8WTS1. Split G. princeps luciferase complementation, luminescence, 4 h. inhibition, % at 4 µM. 360,000 compounds, 0.78% hits;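 active = inhibition above the mean inhibition across every tested compound plus 3 SD, cut at about 22% in these data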;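 also: 0% = DMSO only wells and the 100% control is not disclosed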
NCOA1 inh = human NCOA1 inhibition; Q15788; HEK293 GAL4-SRC1 luciferase reporter, luminescence; inhibition, % at 3.6 µM; 360,000 compounds, 0.12% hits; AID 588354;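 active = inhibition above the campaign mean plus 3 SD, with each screening campaign given its own cutoff, cut at about 60% in these data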;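 also: 0% = DMSO treated cells and 100% = gossypol at 36 µM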
MC4R ag barr = human MC4R agonism via beta-arrestin | P32245 | U2OS MC4R beta-arrestin complementation, luminescence; percent of melanotan II response, DMSO zero | activation, % at 8.9 µM | 360,000 compounds, 0.98% hits;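 active = activation above a per-plate cutoff, the mean activation of sample wells on that plate plus 3 SD, cut at about 8% in these data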
An asterisk follows results filed as active; . = not tested or not shown. Not all compounds are listed (hit frequency here may not be typical).

SMILES,NOD2 RIPK2 PPI,TLR9-MyD88 inh,NR5A2 inv ag,SRC3 inh,LMP1 NFkB inh,MC4R antag cAMP,COUP-TFII inh,SRC2 inh,ABHD5 PLIN5 PPI,NCOA1 inh,MC4R ag barr
c1ccc2c(c1)nnn2CNc1nccs1,1,-9,-19,13,-4,13,1,-7,-4,3,2.5
[N-]=[N+]=CC(=O)C(Cc1ccccc1)N1C(=O)c2ccccc2C1=O (stereo not given),-1,-1,-2,16,0,-1,6,-6,6,2,-1.1
CC(C)Cn1c(N)c(C(=O)NCc2cccs2)c2nc3ccccc3nc21,-17,-19,33,4,-3,9,24,25,-21,5,-0.7
CCCC(=O)Nc1nc(C(=O)OCC)cs1,-8,2,13,-13,-11,-2,-18,-31,2,-6,-2.0
COc1ccc(C(CC(=O)O)NS(=O)(=O)c2ccc3c(c2)N(C(C)=O)CC(C)O3)cc1 (stereo not given),14,4,17,10,-12,0,-7,3,-2,-5,-2.5
C=CCn1c(SCC(=O)NNC(=O)Nc2cccc(Cl)c2)nnc1-c1ccccc1,-11,3,2,21,2,0,-5,-20,0,3,0.8
CSc1cccc(NC(=S)N(CCC(C)C)C2CCN(C(C)=O)CC2)c1,-2,5,8,-7,-1,7,-19,-3,0,-10,0.1
O=C(CSc1nnc(Cn2c(=O)sc3ccccc32)n1-c1ccccc1)NCc1ccco1,4,0,-4,-3,-3,10,-5,-2,1,10,-1.7
CC1CCN(Cc2c(C(=O)N/N=C/c3cccc(C(F)(F)F)c3)nnn2-c2nonc2N)CC1,0,-5,10,5,-2,12,1,-19,4,6,5.3
CCOc1ccccc1NC(=O)c1cnc(NS(=O)(=O)c2ccccc2)nc1,-6,-3,6,-9,-3,-2,0,-10,1,0,-1.0
COc1ccc(N2CCN(CCCNC(=O)C3CCCN(S(=O)(=O)c4cnc[nH]4)C3)CC2)cc1 (stereo not given),-2,-7,-17,2,18,-6,5,-43,4,-7,-0.3
O=C(CN1CCN(c2nc(-c3ccc(F)cc3)cs2)CC1)NCc1ccc2c(c1)OCO2,3,-6,28,1,11,2,-3,-1,-2,-9,2.3
O=C(CN1CCOCC1)n1c2ccccc2c2ccccc21,2,11,10,12,-1,0,2,-31,4,-6,-0.2
Cc1cc(C)cc(N(CC(=O)NC2CCCCC2)C(=O)CNC(=O)c2ccco2)c1,5,-5,-13,-2,-4,-3,17,-20,6,-4,-2.7
CC(O)CNCc1ccccc1C(F)(F)F (stereo not given),-1,-13,6,13,-4,1,1,6,3,-8,-2.5
CC1CC(C#N)N(N(C)C)C1=C(C#N)C#N (stereo not given),6,8,-8,11,-4,9,25,-1,6,-35,-0.9
O=C(COc1cccnc1[N+](=O)[O-])Nc1cccc2ccccc12,-2,-12,-7,14,6,-4,.,.,8,3,-1.1
O=C(Nc1cccc(S(=O)(=O)N2CCOCC2)c1)c1cc(=O)[nH]c2ccccc12,1,7,-9,27,-2,-5,1,1,-3,-5,0.1
Cc1ccc(S(=O)(=O)NCc2ccccc2)cc1C(=O)N1CCN(c2ccccc2)CC1,-2,4,-14,14,3,7,10,5,-4,-14,-0.1
COc1ccc(Cc2c(-c3ccc(C#N)cc3)nc3c4ccccc4ccn23)c(C)c1,-8,.,-14,.,.,.,-10,0,0,.,.
NC(=O)c1ccc(NCC2CCCO2)c([N+](=O)[O-])c1 (stereo not given),-16,8,-3,8,3,-6,5,-5,6,-10,2.6
COc1ccc(OC)c(/C=N/n2c(-c3n[nH]c4c3CCC4)n[nH]c2=S)c1,-4,-4,-8,-7,-6,24,-5,-8,5,13,-1.2
Cn1nc(-c2ccccc2)c(C(=O)NC(C(=O)O)c2ccccc2)c1Cl (stereo not given),-10,.,-15,-3,1,-1,-4,-1,4,9,-0.4
CC(SC1=NCCS1)C(=O)Nc1nnc(-c2ccc(F)cc2)s1 (stereo not given),-2,5,-17,-24,12,-4,8,12,-7,-27,-0.7
COC(=O)C1=CN(Cc2cccs2)C=C(C(=O)OC)C1c1cccc(Cl)c1,-9,-9,-1,19,0,12,0,19,-7,-11,-1.1
CCOC(=O)c1csc(NC(=O)CSc2nnnn2-c2ccc(OCC)cc2)n1,-6,8,6,14,-3,2,9,-12,-5,13,6.7
COc1ccc(NS(=O)(=O)c2cc(NC(=O)COc3ccc(OC)cc3)ccc2N2CCOCC2)cc1,3,-11,3,3,3,21,14,21,-3,-3,-1.9
CCOC(=O)c1cc(-c2ccc(C)cc2)n(CCC(=O)N2CCN(c3ccccn3)CC2)c1C,-1,-2,11,12,7,0,39*,8,5,-8,3.2
CC(C)NC(NC(=O)/C=C/c1ccccc1)C(Cl)(Cl)Cl (stereo not given),-7,1,-6,-18,-3,-2,13,-12,-1,-11,-1.6
COc1ccc(NC2CCCN(C(=O)Cn3ccc(C)n3)C2)cc1OC (stereo not given),0,-2,5,3,0,-5,0,9,-2,12,-0.6
CC1=C(C(=O)Nc2ccccc2)C2(CCCCC2)C(C#N)=C(SCC(N)=O)N1,-4,1,5,10,-7,6,15,12,5,-6,-1.4
Cc1cc(C)nc(N/C(=N/S(=O)(=O)Cc2ccccc2)Nc2ccccc2)n1,-4,1,-10,-3,-1,-2,-13,-3,-2,6,1.6
CCc1cc(C(=O)Nc2ccccc2N2CCOCC2)sc1C,-7,1,4,1,5,12,5,2,1,-19,0.8
COc1ccc(/C=C2/C(=O)ON=C2C)cc1Cl,-6,3,-16,-11,-9,3,6,11,-1,8,-1.4
CCCc1cc(=O)n2[nH]c(NCc3c(F)cccc3Cl)nc2n1,-35,3,10,27,-6,-12,-6,0,14,-3,0.4
Clc1cccc(Cl)c1-c1noc(-c2ccno2)n1,-9,-8,-16,15,1,5,2,-20,-2,-3,0.0
O=C(/C=C/c1ccco1)NC(=S)Nc1ccc(C(=O)O)cc1,1,-8,-28,-8,5,11,5,-11,4,8,0.5
S=C1SCN(Cc2ccccc2)CN1Cc1ccco1,-1,7,-26,-17,42*,22,-8,13,1,-4,-1.9
CCOC(=O)c1cc(C)n(-c2ccccc2)c1C,-9,4,-14,-20,-11,-8,3,-23,-4,-27,-0.4
CCOC(=O)C(CC)Sc1nnc(COc2ccc(C)cc2)n1-c1ccccc1 (stereo not given),1,3,-2,1,-3,6,12,4,-2,5,-0.6
Clc1cccc(Cc2c(-c3ccco3)nc3c4ccccc4ccn23)c1,9,.,-30,.,.,.,-2,-16,17,.,.
Cc1cccc(OCC(=O)O/N=C(\N)c2ccccn2)c1C,-4,2,-128,-36,-22,-5,-45,-50,-5,-84,-1.4
Cc1cccc(NC(=O)CSc2n[nH]c(-c3ccncc3)n2)c1,-3,1,-26,3,-3,3,22,6,-1,-13,-3.7
C/C(=N\Nc1ccccc1)c1c(O)cc(C)oc1=O,-20,-2,-7,3,-23,-2,-5,1,-3,-133,0.4
COc1ccc2c(c1)c(=O)oc1cc(OCC(=O)NCC3CCC(C(=O)O)CC3)ccc12 (stereo not given),-2,5,4,7,2,-4,-9,-4,12,9,1.0
CC(=O)c1ccc(NC(=O)CCC(=O)OCC(F)(F)C(F)F)cc1,0,-4,-9,-24,2,12,3,-3,3,-7,-1.0
CC(NC(=O)c1cccnc1Sc1ccccc1)c1ccc(S(N)(=O)=O)cc1 (stereo not given),4,0,4,3,0,7,0,7,5,-26,-3.6
CCOC(=O)c1cc(NC(=O)Nc2ccccc2Cl)c(C)nc1C,-4,.,-2,4,-6,-1,7,-16,-2,1,0.5
O=C(NCC[C@@H]1CC[C@@H](NS(=O)(=O)Cc2ccccc2)[C@@H](CO)O1)C1CC1,5,.,-31,.,.,.,-7,-38,-1,.,.
CCN(C(=O)CSc1nnc(Cc2cccc3ccccc23)n1N)C1CCS(=O)(=O)C1 (stereo not given),-9,-6,18,4,0,1,8,-9,-5,13,2.6
CSCC[C@H](NC(=O)OC(C)(C)C)C(=O)N1CCC(C(=O)N[C@@H](Cc2c[nH]c3ccccc23)C(=O)O)CC1,-5,-8,-5,-1,4,18,1,-18,6,-9,0.8
CCc1ccc(NC(=O)N2CCC(c3ccccc3)C2)cc1 (stereo not given),6,0,-160,-90,11,0,-56,-60,-1,-111,-1.4
Cc1cc(C)c(S(=O)(=O)N2CCOCC2)c(C)c1N(C)S(=O)(=O)c1ccccc1,-7,-4,15,13,11,-4,0,-41,-5,-2,-0.2
O=C1c2ccccc2C(O)N1Cc1cccs1 (stereo not given),-10,-3,-5,9,-4,2,2,18,0,2,-5.0
CCOc1ccc(NC(=S)N(CCc2ccncc2)C(C)C)cc1,4,-9,6,8,0,19,-1,-15,0,-13,0.5
